Source: PubChem BioAssay
All columns: NCI-60 one-dose screen, growth in % after 48 h at 10 µM unless noted; 100 = growth as untreated, 0 = no growth, -100 = all killed.
EKVX: EKVX NSCLC; 3% of 71,000 active
M14: M14 melanoma. 6.2% of 80,000 active. AID 1794745
HOP-92: HOP-92 NSCLC cells | 6.3% of 71,000 active | AID 1794738
UACC-257: UACC-257 melanoma. 4.4% of 78,000 active
UACC-62: UACC-62 melanoma. 5.4% of 81,000 active. AID 1794756
SK-MEL-5: SK-MEL-5 melanoma | 6.4% of 80,000 active | AID 1794755
A549/ATCC: A549/ATCC NSCLC; 3.7% of 81,000 active
SK-MEL-28: SK-MEL-28 melanoma. 4.1% of 81,000 active. AID 1794761
The depositor's hits bear a star; x = no result given. The calls were made as follows: active = growth percent below 10; inactive = the rest.

entry	compound	EKVX	M14	HOP-92	UACC-257	UACC-62	SK-MEL-5	A549/ATCC	SK-MEL-28
1	O=C(c1nnc(Nc2ccccc2Br)o1)c1c[nH]c2ccccc12	104	92	98	93	83	89	88	104
2	COC(=O)[C@@]1(O)C=Cc2nc3cccnc3c(=O)n21	101	94	86	97	92	95	100	106
3	COc1cc(/C=C/c2nc3ccccc3c(=O)n2-c2ccc(C#Cc3ccc(C(C)(C)C)cc3)cc2C)ccc1O	81	95	x	91	98	100	93	119
4	CN(C)N=Nc1ccc(N=Nc2ccc(N(CCO)CCO)cc2)cc1	95	104	91	93	102	107	94	x
5	COc1cc(/C=C2/C(=O)N=C(NC(C)=O)N2C)ccc1OC(C)=O	93	97	108	111	105	115	115	98
6	CC(C)CC(CC(C)C)NCC(C)OC(=O)c1ccc(N)cc1 (stereo not drawn)	x	101	84	108	93	97	103	113
7	O=C(O)c1cccc2c1Cc1ccccc1-2	96	103	109	109	112	106	99	108
8	COc1ccc(-c2ccc3c(c2)sc2nc(-c4ccc(F)cc4)cn23)cc1	83	98	66	81	65	33	30	105
9	Cc1cc(SCSc2cc(C)[o+]c(C)c2)cc(C)[o+]1	98	88	84	94	91	95	101	112
10	CCC(C)Nc1ccc(NC(C)CC)cc1 (stereo not drawn)	86	99	91	21	87	100	95	104
11	COc1cc(-c2ccc(NC(=O)CC(C)=O)c(OC)c2)ccc1NC(=O)CC(C)=O	108	104	98	89	102	98	89	111
12	C=CCn1c(SCC(=O)N2CCN(c3cc4c(cc3F)c(=O)c(C(=O)O)cn4C3CC3)CC2)nnc1-c1ccc(OC)c(OC)c1	102	104	89	100	91	100	95	109
13	CCC(CC)NC(CC)CO (stereo not drawn)	108	101	97	111	108	103	105	118
14	COc1ccc(C(Cc2ccccc2)NC(CO)(CO)CO)cc1 (stereo not drawn)	95	96	108	103	106	108	99	106
15	COc1cc(C2CC(=O)Nc3[nH]ncc32)cc(OC)c1O (stereo not drawn)	95	94	96	x	108	98	74	104
16	Cc1cccc(C2CC(c3ccccc3Cl)=NN2c2ccc(-c3ccccc3)nn2)c1 (stereo not drawn)	84	88	80	98	76	84	88	102
17	N#Cc1cnc2ccc(-c3cnc4[nH]ncc4c3)cc2c1N1CCc2cc(F)c(Cl)cc21	-1.3*	x	-7.4*	36	-18*	-37*	9.1*	31
18	Nc1c(C(=O)Nc2cc(Cl)cc(Cl)c2)sc2nc3c(cc12)C(O)CCC3 (stereo not drawn)	x	103	x	91	95	100	95	99
19	OCC(O)C1OC(c2ccccc2)OC(CO)C1O (stereo not drawn)	106	113	107	100	100	102	105	105
20	O=C1c2c(nc3ccccn23)NC(=O)N2CCC[C@@H]12	x	95	86	91	104	99	98	106

entry	compound	EKVX	M14	HOP-92	UACC-257	UACC-62	SK-MEL-5	A549/ATCC	SK-MEL-28
21	COc1cc(C2C3CCCN3C3(C(=O)Nc4ccccc43)C2C(=O)c2ccc(Br)cc2)cc(OC)c1OC (stereo not drawn)	87	105	77	87	81	94	81	101
22	COc1ccc2c(c1)[n+](=O)c(C(=O)NCCc1ccccc1)c(C)n2[O-]	x	109	x	98	102	104	x	116
23	CCCCOc1nc2ccc(OC)cc2cc1/C=C/C(=O)/C=C(/C=C/c1cc2cc(OC)ccc2nc1OCCCC)OB(F)F	102	99	x	91	85	104	99	106
24	Cc1ccc(Cc2cnc(-n3nnc(C(=O)O)c3C)s2)cc1	104	x	93	88	97	102	88	112
25	CCOC(C)CCCS(=O)(=O)O (stereo not drawn)	x	105	101	93	102	101	93	105
26	O=C1c2cccc3c(-c4ccccc4)ccc(c23)C(=O)N1c1nc2ccccc2s1	94	88	78	101	83	98	99	96
27	COc1ccccc1CNCCCCCCCCCCCCN1C(=O)c2ccc3c4c(ccc(c24)C1=O)C(=O)N(CCCCCCCCCCCCNCc1ccccc1OC)C3=O	109	80	x	113	105	78	75	81
28	COc1ccc(Nc2nc(=O)[nH]c(N)c2N=O)cc1	100	107	103	100	102	102	95	113
29	c1coc(CNc2ccnc(Nc3ccc(OCCN4CCCC4)cc3)n2)c1	92	102	70	93	89	77	83	104
30	O=C(O)c1cc(Cl)nc2ccccc12	95	106	x	x	120	114	93	121
31	OC(CBr)C(O)CBr (stereo not drawn)	108	93	103	101	94	95	86	105
32	COc1ccc(/C=C2\CCCC3=C2N=C2SC(C)=NN2C3c2ccc(OC)cc2)cc1 (stereo not drawn)	x	98	90	106	92	99	93	101
33	CCn1c(N)c2nnn(-c3ccc(S(N)(=O)=O)cc3)c2nc1=S	97	106	82	94	96	x	88	113
34	CC(=O)C[n+]1cccc2c3ccccc3ccc21	57	99	85	49	73	57	57	96
35	COc1ccc(Nc2ncnc3onc(-c4ccccc4)c23)cc1	96	104	113	88	93	97	91	107
36	N#Cc1nc2ccccc2n1OCc1ccccc1	x	102	100	107	106	108	99	106
37	[O-]/[N+](=N\Nc1ccc(Cl)cc1)c1ccccc1	110	89	x	104	92	96	102	112
38	COc1ccc(-n2c(/C=C3\C(=O)Nc4ccccc43)ccc2CO)cc1	95	x	91	105	83	94	97	101
39	Cc1ccc(Cl)cc1Nc1nc(C(F)(F)F)ccc1C(=O)NO	106	88	62	102	87	78	97	105
40	COc1ccc(-c2cc(/C=C3\C(=O)Nc4ccccc43)[nH]n2)cc1	x	101	89	99	82	97	90	102

Quoted at random: 7 records from the list, in no set order.
entry	compound	EKVX	M14	HOP-92	UACC-257	UACC-62	SK-MEL-5	A549/ATCC	SK-MEL-28
24	Cc1ccc(Cc2cnc(-n3nnc(C(=O)O)c3C)s2)cc1	104	x	93	88	97	102	88	112
37	[O-]/[N+](=N\Nc1ccc(Cl)cc1)c1ccccc1	110	89	x	104	92	96	102	112
22	COc1ccc2c(c1)[n+](=O)c(C(=O)NCCc1ccccc1)c(C)n2[O-]	x	109	x	98	102	104	x	116
38	COc1ccc(-n2c(/C=C3\C(=O)Nc4ccccc43)ccc2CO)cc1	95	x	91	105	83	94	97	101
35	COc1ccc(Nc2ncnc3onc(-c4ccccc4)c23)cc1	96	104	113	88	93	97	91	107
33	CCn1c(N)c2nnn(-c3ccc(S(N)(=O)=O)cc3)c2nc1=S	97	106	82	94	96	x	88	113
32	COc1ccc(/C=C2\CCCC3=C2N=C2SC(C)=NN2C3c2ccc(OC)cc2)cc1 (stereo not drawn)	x	98	90	106	92	99	93	101

(listing goes on)
entry	compound	EKVX	M14	HOP-92	UACC-257	UACC-62	SK-MEL-5	A549/ATCC	SK-MEL-28
41	COC(=O)Cc1ccc([N+](=O)[O-])cc1[N+](=O)[O-]	x	102	x	94	98	105	98	106
42	Cc1cc2nc3ccc(N(C)C)cc3nc2cc1N	79	105	73	90	87	96	76	111
43	CCNC(=O)c1[nH]cc(-c2ccccc2)c1-c1cc(OC)c(OC)c(OC)c1	92	100	90	107	94	96	102	108
44	Cc1cc2ccccc2c(O)c1C#N	108	x	x	106	98	104	107	115
45	COc1ccc(N2CCN(C(CNC(=O)C3CCCCC3)c3ccc4c(c3)OCO4)CC2)cc1 (stereo not drawn)	x	85	18	91	91	83	83	97
46	COc1ccc(C(=O)C/C(=C\c2ccc(Cl)cc2)C(=O)NN)cc1	93	107	x	85	83	101	87	108
47	Brc1ccc(Br)s1	121	x	103	99	99	103	96	106
48	COC(=O)C(C(=O)OC)c1ccccc1	x	112	x	98	106	x	95	107
49	Cc1ccc(C2=NN3C(C2)c2cc(Cl)ccc2OC3c2ccncc2)cc1 (stereo not drawn)	75	83	82	88	71	88	74	104
50	Cc1ccc(/C=C2\C(=O)N(C)c3ccc(Br)cc32)s1	75	101	90	98	81	91	95	123
51	O=[N+]([O-])c1cccc2cnccc12	101	111	80	104	96	127	99	118
52	C1CCc2onc(-c3noc4c3CCCCC4)c2CC1	106	112	94	107	102	101	102	112
53	Nc1c(I)cc(I)cc1C(=O)O	92	103	84	91	101	99	98	103
54	COc1cc2c(c(OC)c1OC)C(=O)CC(c1cccc(NC(=O)c3cc(NC(=O)[C@@H](N)CO)ccc3Cl)c1)O2 (stereo partly drawn)	102	98	92	94	82	82	97	91
55	COc1ccc(CNC(=O)C(=O)[C@H](Cc2ccccc2)NC(=O)c2[nH]c3ccccc3c(=O)c2C)cc1OC	97	98	91	104	95	102	98	103
56	COC(=O)C(=O)/C=C(\O)c1cc2cc(OC)ccc2o1	x	111	67	111	71	109	114	110
57	Cc1ccc(NC(=O)N(CCCl)N=O)cc1NC(=O)N(CCCl)N=O	x	93	70	112	86	97	102	102
58	C#C[C@]1(O)CC[C@H]2[C@@H]3CC=C4c5sc(N6CCCCC6)nc5CC[C@]4(C)[C@H]3CC[C@@]21C	102	x	121	100	90	93	99	75
59	COc1ccc(-n2ncn(Cc3cc(=O)oc4ccc(C)cc34)c2=O)cc1	94	94	93	101	88	108	93	103
60	O=C(OCc1ccc2c(c1)OCO2)c1cccc2ccccc12	97	110	101	x	102	91	103	95

Laid out differently: 5 of the compounds above.
54	COc1cc2c(c(OC)c1OC)C(=O)CC(c1cccc(NC(=O)c3cc(NC(=O)[C@@H](N)CO)ccc3Cl)c1)O2 (stereo partly drawn)
55	COc1ccc(CNC(=O)C(=O)[C@H](Cc2ccccc2)NC(=O)c2[nH]c3ccccc3c(=O)c2C)cc1OC
56	COC(=O)C(=O)/C=C(\O)c1cc2cc(OC)ccc2o1
57	Cc1ccc(NC(=O)N(CCCl)N=O)cc1NC(=O)N(CCCl)N=O
58	C#C[C@]1(O)CC[C@H]2[C@@H]3CC=C4c5sc(N6CCCCC6)nc5CC[C@]4(C)[C@H]3CC[C@@]21C

Compound	54	55	56	57	58
EKVX	102	97	x	x	102
M14	98	98	111	93	x
HOP-92	92	91	67	70	121
UACC-257	94	104	111	112	100
UACC-62	82	95	71	86	90
SK-MEL-5	82	102	109	97	93
A549/ATCC	97	98	114	102	99
SK-MEL-28	91	103	110	102	75

Continued:
entry	compound	EKVX	M14	HOP-92	UACC-257	UACC-62	SK-MEL-5	A549/ATCC	SK-MEL-28
61	O=S(=O)(NCCCNc1nccc(-c2[nH]c(-c3ccccc3)nc2-c2ccc(Cl)c(O)c2)n1)c1ccc(Cl)cc1	112	x	108	77	50	86	95	63
62	CCOC(=O)c1[nH]c(C)c(/C=N/O)c1C	87	95	93	78	107	114	75	106
63	CCOC(=O)N1C2CCC(C2)N1C(=O)OCC	113	108	x	107	98	104	107	97
64	O=C(CC1(O)C(=O)Nc2c(Cl)ccc(Cl)c21)c1ccc(Cl)cc1Cl (stereo not drawn)	85	89	93	79	98	100	91	109
65	C=C(C)[C@@H]1CC[C@]2(C(=O)N[C@H](CO)Cc3ccccc3)CC[C@]3(C)[C@H](CC[C@@H]4[C@@]5(C)Cc6c([nH]c7ccccc67)C(C)(C)[C@@H]5CC[C@]43C)[C@@H]12	69	65	63	84	83	90	19	89
66	CCN1C(=O)N(CC)C2Nn3c(s/c(=C\c4ccc([N+](=O)[O-])cc4)c3=O)=NC21 (stereo not drawn)	73	48	84	43	76	93	82	78
67	O=C(NCCCNc1nccc(-n2ccc3cccnc32)n1)c1ccc(F)cc1	95	104	108	104	103	101	96	105
68	O=C(OCc1ccccc1)C(=O)OCc1ccccc1	92	105	x	143	107	105	123	111
69	CCCCCC1C(C(=O)OCC)C(=O)NC1(C(=O)OCC)C(=O)OCC (stereo not drawn)	102	106	104	107	90	97	98	120
70	N#CC(C#N)=NNc1cccc2c1C(=O)c1ccccc1C2=O	x	99	95	91	105	102	95	117
71	O=C(O)C(F)Cc1ccccc1 (stereo not drawn)	x	111	87	95	105	101	98	102
72	O=C(Nc1ccncn1)c1noc2ccccc12	97	98	82	93	93	96	89	104
73	Cc1nc(-n2[nH]c(=O)ccc2=O)sc1N=Nc1ccccc1	96	98	97	109	93	97	104	103
74	O=C(Nc1ccccc1C(=O)Nc1cccc(S(=O)(=O)C(F)(F)F)c1)c1ccccc1O	91	94	68	103	87	96	95	103
75	CCC(Oc1ccc(C(C)(C)CC)cc1)C(=O)O (stereo not drawn)	x	109	104	95	101	100	106	106
76	CC1(COC(=O)/C=C/c2ccc(O)c(O)c2)C(O)C(O)CC2(C)C1CCC1(C)C2CCC2C3C(C(=O)O)CCC3(C(=O)O)CCC21C (stereo not drawn)	89	72	83	91	91	97	67	104
77	O=C(O)c1cn(C2CC2)c2cc(N3CCN(Cc4cc(Cl)ccc4O)CC3)c(F)cc2c1=O	65	59	60	81	55	59	30	72
78	COc1ccc(-n2c(-c3ccccc3)c(-c3ccccc3)c3c(SCC(=O)n4[nH]c(N)cc4=O)ncnc32)cc1	79	94	74	97	78	74	96	106
79	CCOC(=O)c1ccc2n1CCc1cnc(NC3CCCC3)nc1-2	86	92	109	120	91	98	103	92
80	CC(=O)c1cc2c(N)c(C(=O)Nc3ccccc3)sc2nc1C	70	43	58	68	31	x	28	78
81	Cc1ncc(C(=O)Nc2ccc(CN3CCN(C)CC3)c(C(F)(F)F)c2)cc1C#Cc1cnc2cccnn12	-4.0*	-80*	-4.8*	-2.4*	-17*	x	-2.4*	-14*

Individual results from the list:
CCOC(=O)c1ccc2n1CCc1cnc(NC3CCCC3)nc1-2 @ M14: 92
CC1(COC(=O)/C=C/c2ccc(O)c(O)c2)C(O)C(O)CC2(C)C1CCC1(C)C2CCC2C3C(C(=O)O)CCC3(C(=O)O)CCC21C (stereo not drawn) @ SK-MEL-5: 97
O=C(Nc1ccccc1C(=O)Nc1cccc(S(=O)(=O)C(F)(F)F)c1)c1ccccc1O @ UACC-257: 103
